Screening results deposited in PubChem BioAssay by The Scripps Research Institute Molecular Screening Center.
CHO-K1 Ca antag = nonselective inhibitor or artifact in parental CHO-K1 cells; ATP-induced calcium, Fluo-8 fluorescence; inhibition, % at 3 µM; 0.6% of 360,000 active; AID 602250;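 active means inhibition above a per-plate cutoff, the plate's mean sample inhibition plus 3 SD, cut at about 24% in these data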;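 further: 0% = DMSO plus EC80 ATP and 100% = DMSO alone without ATP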
CHRM1 PAM = potentiates human M1 receptor response to acetylcholine. P11229. CHO-K1 hM1, Fluo-8 calcium fluorescence, ACh EC20; 0% = ACh EC20, 100% = maximal ACh. activation, % at 3 µM. 0.088% of 360,000 active. AID 588819; in the data active means activation above about 19%, passing the limit was not always enough
Target sequence (P11229 whole entry, looked up): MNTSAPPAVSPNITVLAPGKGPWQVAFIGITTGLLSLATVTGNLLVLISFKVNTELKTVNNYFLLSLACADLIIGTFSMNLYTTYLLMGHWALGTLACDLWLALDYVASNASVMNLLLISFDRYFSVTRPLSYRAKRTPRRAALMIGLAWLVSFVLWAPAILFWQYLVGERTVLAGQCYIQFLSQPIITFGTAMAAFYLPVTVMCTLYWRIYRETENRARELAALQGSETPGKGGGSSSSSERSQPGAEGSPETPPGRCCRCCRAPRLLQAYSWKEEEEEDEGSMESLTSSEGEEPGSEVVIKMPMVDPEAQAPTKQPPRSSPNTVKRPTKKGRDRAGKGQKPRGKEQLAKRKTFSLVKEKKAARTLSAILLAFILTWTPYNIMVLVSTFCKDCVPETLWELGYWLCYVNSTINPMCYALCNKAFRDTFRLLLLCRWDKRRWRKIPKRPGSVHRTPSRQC
TAAR1 antag = antagonists of human TAAR1; Q96RJ0; CHO RD-HGA16 TAAR1, Fluo-8 calcium fluorescence, antagonist; inhibition, % at 3 µM; 1.5% of 360,000 active; AID 624466;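 active means inhibition above a per-plate cutoff, the mean inhibition of test compounds on that plate plus 3 SD, cut at about 49% in these data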;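 further: 0% = DMSO plus EC80 beta-PEA response and 100% = DMSO alone without agonist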
Target sequence (Q96RJ0 whole entry, looked up): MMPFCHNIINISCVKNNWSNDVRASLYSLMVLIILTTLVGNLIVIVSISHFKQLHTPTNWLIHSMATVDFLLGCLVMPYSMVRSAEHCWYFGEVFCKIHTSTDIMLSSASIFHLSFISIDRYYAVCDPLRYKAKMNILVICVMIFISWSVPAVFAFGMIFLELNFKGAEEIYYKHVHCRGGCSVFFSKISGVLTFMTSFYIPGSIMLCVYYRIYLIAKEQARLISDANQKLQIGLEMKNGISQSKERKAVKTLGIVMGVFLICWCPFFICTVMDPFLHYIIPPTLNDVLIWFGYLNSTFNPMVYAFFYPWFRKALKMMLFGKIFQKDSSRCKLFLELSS
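Material: RD-HGA16 CHO cells with stable hTAAR1 and Gα16; Dosing: single nominal final test compound concentration of 3 µM; Schedule: seeding 17-24 h prior, 75-min 37 °C, 30-min RT dye loading; Detection: kinetic Fluo-8 calcium fluorescence measurement; Measure: % inhibition from peak post-agonist over basal fluorescence ratio; Benchmarks: vehicle and agonist controls.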
M1 antag = human CHRM1 antagonism; P11229; 1.3% of 360,000 active; CHO-K1 hM1, Fluo-8 calcium fluorescence, ACh EC80 antagonist; inhibition, % at 3 µM;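 active means percent inhibition above its own plate's cutoff, namely the mean of that plate's compound wells plus 3 SD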;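 further: peak over basal fluorescence ratio during 140 s after agonist addition; 0% = ACh EC80 plus DMSO and 100% = DMSO alone without agonist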
TAAR1 ag = agonists of human TAAR1 | Q96RJ0 | CHO RD-HGA16 TAAR1, Fluo-8 calcium fluorescence; vehicle wells 0%, saturating PEA agonist 100% | activation, % at 3 µM | 0.99% of 360,000 active | AID 624467;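 active means activation above the mean activation of all test compounds in the run plus 3 SD, cut at about 38% in these data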
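Test system: RD-HGA16 (CHO) cells co-expressing Gα16 and hTAAR1 / Benchmarks: DMSO vehicle as 0%, PEA at EC100 as 100% / Repeats: no replicates (n 1) / Measure: % activation from peak over basal fluorescence ratio, DMSO-to-PEA scaled / Timing: 17-24 h plating, Fluo-8 75 min 37 °C, 30 min RT / Technique: kinetic Fluo-8 calcium fluorescence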
CHO-K1 Ca PAM = M1 PAM counterscreen hit in parental CHO-K1 cells. ATP EC20, Fluo-8 calcium fluorescence; 0% at ATP EC20, 100% at ATP max. activation, % at 3 µM. 0.02% of 360,000 active. AID 602247;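 active means activation above the run cutoff, the mean activation of all test compounds plus 3 SD, cut at about 40% in these data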;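 further: peak over basal fluorescence ratio in a 140 s read after ATP addition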
CHO parental Ca = signal in parental CHO cells, OX1R antagonist counter-screen; parental CHO-K1, ATP-induced calcium, Fluo-8 fluorescence; inhibition, % at 5.6 µM; 0.63% of 330,000 active; AID 463079;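 active means inhibition above that plate's mean sample inhibition plus 3 SD, cut at about 26% in these data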;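 further: 0% = ATP-challenged DMSO wells and 100% = DMSO wells without ATP; some compounds past the cut are filed as inactive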
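Measured by: calcium-sensitive Fluo-8 fluorescence / Test system: CHO parental line / Controls: ATP-challenged DMSO wells low, unchallenged DMSO wells high / Measure: % inhibition / Compound: single nominal dose of 5.6 µM per compound / Replicates: single well per compound, no replicates / Reagent: ATP as calcium-mobilizing challenge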
M1 ag parental = M1 agonist counterscreen hit in parental CHO-K1 cells; Fluo-8 calcium fluorescence; scaled to maximal ATP response, vehicle zero; activation, % at 3 µM; 0.48% of 360,000 active; AID 602248; in the data active means activation above about 15%;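 further: untransfected CHO-K1 host cells lacking M1 receptor as counterscreen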
M1 ag = human M1 muscarinic receptor agonism | P11229 | CHO-K1 hM1, Fluo-8 calcium fluorescence, agonist mode; 0% DMSO, 100% acetylcholine EC100 | activation, % at 3 µM | 0.33% of 360,000 active | AID 588814;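 active means activation above the run's mean compound activation plus 3 SD, cut at about 16% in these data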;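 further: peak over basal fluorescence ratio within a 140 s kinetic read after compound addition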
An asterisk follows results filed as active; · = not tested or not shown. Outcome played no part in choosing rows; any-hit rate near 4.4%.

canonical_smiles | CHO-K1 Ca antag | CHRM1 PAM | TAAR1 antag | M1 antag | TAAR1 ag | CHO-K1 Ca PAM | CHO parental Ca | M1 ag parental | M1 ag
Cc1cc(Cl)ccc1NC(=O)CN1C(=O)NC2(CCCc3ccccc32)C1=O (stereo not given) | -2 | 1 | -11 | 0 | 6 | 13 | -10 | 1.7 | 1
COCC(C)NC(=O)CCc1nnc(C2(c3ccc(Cl)cc3)CCC2)o1 (stereo not given) | -1 | -1 | -3 | 6 | 6 | 17 | -12 | 0.4 | -5
CCOc1ccc(NS(=O)(=O)c2cc(NC(=O)CCS(=O)(=O)c3ccc(C)cc3)ccc2OC)cc1 | 4 | -1 | -7 | 7 | 2 | 18 | -14 | 6.2 | -5
Nn1c(SCC(=O)NC2CCCC2)nnc1C(F)(F)F | 0 | 7 | -8 | -15 | 2 | 3 | · | 0.1 | -1
CC(=O)Oc1ccc(C(=O)[C@H]2[C@H]3C(=O)N(c4cccc5ccccc45)C(=O)[C@H]3[C@@H]3C=CC=NN32)cc1 | 4 | 8 | 8 | -10 | 7 | 9 | -4 | 2.3 | -1
S=C(NC1CCCCC1)N(CCc1ccccc1)CCc1ccccc1 | -10 | 9 | 1 | -16 | 8 | 23 | -9 | 0.2 | -4
CCN(CC)S(=O)(=O)c1cc(NC(=O)Cn2cnc3ccccc3c2=O)ccc1C | 16 | 8 | 2 | -6 | 5 | -7 | -8 | 0.2 | -3
Cc1cc(C)n2nc(CNS(=O)(=O)c3ccc(F)c(C)c3)nc2n1 | -8 | 9 | -5 | -19 | 1 | 35 | -2 | 0.3 | -4
CCNC(=O)c1ccc(NS(=O)(=O)c2ccccc2)cc1 | 10 | 6 | -8 | -12 | 4 | 4 | -4 | 0.0 | -1
CCN(CC)CCNc1nc(SC)nc2sc3c(c12)CCN(C)C3 | -6 | 0 | 0 | -4 | 0 | 2 | -4 | 1.0 | -8
O=C(COCc1nc2ccccc2c(=O)[nH]1)NCC1CCCCC1 | -29 | 12 | 5 | -13 | 3 | 18 | -28 | 2.1 | -3
O=C(CCS(=O)(=O)Cc1ccccc1)Nc1ncc([N+](=O)[O-])s1 | -2 | 6 | -4 | -8 | 5 | 22 | -2 | 1.7 | 1
C=C(C)CSc1nnc(-c2ccc(OC)cc2)n1N | -1 | -3 | 11 | 9 | 2 | 5 | 6 | 0.1 | -4
CCOC(=O)[C@H]1[C@H]2COc3ccc(Br)cc3[C@H]2N2C(=O)CN(Cc3ccc(Cl)cc3)C(=O)[C@@]12C | -2 | 16 | -18 | -24 | -1 | 17 | · | -0.1 | -1
Cc1ccc(S(=O)(=O)CCC(=O)OCCOc2ccc(Br)cc2)cc1 | -10 | -4 | 5 | 0 | 0 | -5 | · | 1.6 | 0
CCOC(=O)[C@H]1[C@H]2COc3ccc(Br)cc3[C@@H]2N2C(=O)[C@H](C)NC(=O)[C@@]12C | -12 | 9 | -6 | -8 | 7 | 21 | -1 | 0.4 | -2
Cc1ccc(-n2c(SCC(N)=O)nnc2-c2ccccn2)cc1 | -8 | 7 | -2 | -2 | 2 | 13 | -3 | 0.7 | -2
CN(C)c1ccc(C(c2ccc(N(C)C)cc2)c2ccc([N+](=O)[O-])cc2)cc1 | -6 | 10 | -38 | -15 | -2 | 17 | -17 | -0.1 | 1
CCOC(=O)N1CCN(C(=O)c2ccccc2CCc2ccccc2)CC1 | -9 | 6 | -31 | -5 | 7 | 15 | -32 | 1.5 | -3
Cc1ccc(NS(=O)(=O)c2cccc(C(=O)NCCc3c[nH]c4ccccc34)c2)c(C)c1 | 6 | 1 | 33 | -1 | 7 | 4 | -5 | 1.3 | -3
O=C(COC(=O)c1ccco1)NC(c1ccccc1)c1ccccc1 | -13 | 5 | -11 | -1 | 7 | -3 | -16 | -0.7 | -1
O=C(CCc1ccccc1)NC1C2CC3CC(C2)CC1C3 (stereo not given) | -10 | 7 | -25 | -11 | 6 | 19 | -17 | 0.4 | -9
Cc1noc(C)c1CSCC(=O)Nc1ccc(Br)cc1Cl | 10 | 0 | -8 | -1 | 4 | -9 | -13 | 3.2 | -1
CC1(C)Cc2cccc(OCC(=O)Nc3cc(S(C)(=O)=O)ccc3Cl)c2O1 | -5 | 3 | -7 | 1 | 7 | 13 | -27 | 1.6 | -3
O=C(Nc1ccc(F)cc1F)c1cccc(C(=O)Nc2ccc(F)cc2F)n1 | -1 | 2 | -14 | -5 | 1 | -1 | 5 | 0.3 | -2
O=C(NCc1ccccc1F)C(=O)NCC1CCCN1S(=O)(=O)c1ccccc1 (stereo not given) | 6 | -3 | -8 | -1 | -1 | -13 | -21 | 0.6 | -5
CC1CCc2sc(C(=O)NCC3CCCO3)cc2C1 (stereo not given) | -4 | 6 | -8 | -6 | 1 | 9 | · | 0.6 | -5
CCCCOc1ccc(-c2n[nH]c(=S)n2Cc2ccccc2)cc1 | -15 | 1 | 9 | -8 | 0 | 8 | -2 | 0.8 | -4
Cc1onc(-c2c(F)cccc2Cl)c1C(=O)OCC(=O)NCc1ccco1 | -6 | 3 | -21 | 4 | 4 | 20 | -2 | 0.8 | -1
CN(C(=O)CCN1C(=O)C(C)(C)Nc2ccccc21)c1ccccc1 | -10 | -2 | -7 | -22 | 17 | 18 | -12 | 1.8 | -3
CCOc1cc(C(=O)Nc2ccc(S(=O)(=O)Nc3cc(C)on3)cc2)cc(OCC)c1OCC | 1 | 5 | -16 | 13 | 3 | 1 | -8 | -0.3 | -4
CCc1nc2c(OCc3cccc(Cl)c3)cccn2c1N(C)C(=O)C(C)C | 3 | 0 | · | -5 | · | 20 | · | 2.2 | -9
CSCCC(NC(=O)COc1ccccc1)C(=O)O (stereo not given) | -16 | 7 | -3 | -8 | 0 | 9 | 12 | 0.4 | -3
CCC(Oc1ccccc1)C(=O)NCc1cccnc1 (stereo not given) | 1 | 11 | -20 | -18 | 6 | 13 | -10 | 0.8 | -4
CCOc1ccc(CCNC(=O)CSC(=S)N2CCCC2)cc1OCC | 2 | -3 | -8 | 5 | 0 | -9 | -9 | 0.3 | -5
O=C(Nc1nc2ccccc2s1)c1cc(-c2ccco2)nc2ccccc12 | -7 | 3 | 14 | -9 | 3 | 10 | -17 | -0.4 | -1
CC1(C)C(=O)Nc2ccccc2N1C(=O)COC(=O)c1cccs1 | -1 | 9 | 18 | -14 | 5 | 0 | -15 | 0.0 | 1
COc1cc(OC)cc(C(=O)N=c2sc3ccccc3n2C)c1 | -12 | 5 | 17 | -7 | 1 | 10 | -14 | 2.2 | -2
CCOC(=O)C(C)CC(C)C(=O)N1CCOCCN(C(=O)C(C)CC(C)C(=O)OCC)CCOCC1 (stereo not given) | 0 | 3 | 5 | 1 | 0 | 6 | -33 | -0.3 | -3
NS(=O)(=O)c1cc(Cl)c(Cl)c(S(N)(=O)=O)c1 | 5 | 2 | 8 | -24 | 0 | -4 | -6 | 0.6 | -2
COc1ccc(/C=N/NC(=O)c2cccc([N+](=O)[O-])c2)cc1OS(=O)(=O)c1ccc(C)cc1 | -4 | 0 | 14 | 0 | 7 | 16 | -6 | 2.6 | -4
COc1ccc2c(c1OC)C(=O)N(c1ccc(C)c(C)c1)C2=O | 1 | 11 | 10 | -13 | -1 | 13 | -2 | 0.1 | -1
COC(=O)[C@@]1(Sc2ccc(C)cc2)CC(=O)N(C(=O)C2CC2)[C@@H]1c1ccccc1 | -1 | · | 9 | · | -1 | -2 | · | 0.9 | ·
Cc1cccc(N(Cc2cc3ccccc3[nH]c2=O)S(=O)(=O)c2ccccc2)c1 | -9 | 12 | 30 | -4 | 4 | 21 | -31 | -0.1 | 0
Cc1ccc(NC(=O)CN2C(=O)/C(=C3\SC(=S)N(C4CCS(=O)(=O)C4)C3=O)c3ccccc32)cc1 (stereo not given) | -13 | 9 | 7 | -3 | 0 | 25 | · | 0.8 | -4

Record cards, from the list above. Screens in order: CHO-K1 Ca antag, CHRM1 PAM, TAAR1 antag, M1 antag, TAAR1 ag, CHO-K1 Ca PAM, CHO parental Ca, M1 ag parental, M1 ag
CC1(C)C(=O)Nc2ccccc2N1C(=O)COC(=O)c1cccs1 as listed: -1, 9, 18, -14, 5, 0, -15, 0.0, 1
O=C(Nc1nc2ccccc2s1)c1cc(-c2ccco2)nc2ccccc12 as listed: -7, 3, 14, -9, 3, 10, -17, -0.4, -1

The list goes on:
canonical_smiles | CHO-K1 Ca antag | CHRM1 PAM | TAAR1 antag | M1 antag | TAAR1 ag | CHO-K1 Ca PAM | CHO parental Ca | M1 ag parental | M1 ag
O=C(NCc1cccc(Br)c1)C1CC(c2ccccc2C(F)(F)F)=NO1 (stereo not given) | 16 | -5 | 3 | 6 | 20 | -19 | -15 | -0.5 | -5
Cc1ccc(C(=O)Nn2cnc3scc(-c4cccs4)c3c2=O)c(O)c1 | -15 | -6 | 1 | -6 | 1 | 17 | -31 | 5.0 | -6
O=C(CS(=O)(=O)c1ccccc1)Nc1nc(-c2ccc(F)cc2)cs1 | -9 | -6 | 27 | 11 | 14 | 7 | -7 | 6.2 | -2
COc1ccc(N2CCN(Cc3ccc(Br)s3)CC2)cc1 | 4 | -4 | 2 | 5 | 11 | 8 | 3 | 0.4 | -7
Cc1ccc2cc(COC(=O)C3CCCO3)c(=O)[nH]c2c1 (stereo not given) | -4 | 7 | -7 | -10 | 0 | 8 | -9 | 0.2 | -2
COc1ccc(N2CCN(c3ccc(C(N)=O)cc3[N+](=O)[O-])CC2)cc1 | 2 | 4 | 16 | -4 | 4 | 1 | 5 | 7.1 | 2
CCOc1ccc(S(=O)(=O)Nc2ccccc2C(=O)N(C)C2CCN(C)CC2)cc1 | -14 | 6 | -4 | 1 | 2 | 2 | -18 | 0.3 | -5
COC(=O)C1CCN(C(=O)Cc2ccc(Br)cc2)CC1 | -8 | 5 | 12 | 2 | 4 | 17 | -6 | 0.3 | -3
COc1cc(NC(=O)C2CCCN(S(=O)(=O)c3ccc4[nH]c(=O)ccc4c3)C2)cc(OC)c1 (stereo not given) | -1 | -3 | -9 | 19 | 1 | -4 | -18 | 0.1 | -4
CC(=O)Nc1ccc(NC(=O)C(OC(=O)c2ccccc2)C(OC(=O)c2ccccc2)C(=O)O)cc1 (stereo not given) | -5 | 2 | -1 | 10 | 1 | -6 | -8 | -0.2 | 1
CC(=O)n1cc(N(C(=O)CCl)c2ccc(Cl)cc2)c2ccccc21 | -6 | 1 | · | -7 | · | 17 | -1 | 1.3 | -4
CC(C)c1ccc(N2C(=O)CC(Sc3nc4ccccc4o3)C2=O)cc1 (stereo not given) | -4 | -1 | 9 | 0 | -1 | 14 | -11 | 0.3 | -4
